From PubChem BioAssay
ERG-DNA inh – qHTS for Small Molecule Inhibitors of the ERG Ets/DNA interaction. fluorescence polarization, His-ERG Ets domain / labelled DNA. 370,000 tested, 0.028% active. Transcriptional regulator ERG (Homo sapiens), P11308. Potency, µM (highest dose often 76.9 µM), inactives show at the top dose FP activity, negative = inhibition, hits mostly inhibitors; active = well fitted inhibition curve with a large enough effect in the polarisation, with a control signal flat; inconclusive = small, poorly fitted or top-dose-only effect, or effect the other way, or a change in a side signal; inactive = no such curve, though single readings can be large or run the other way; the % refers to the polarisation;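 note: polarization taken with two DNA probes labelled with fluorescein and Texas red; potency is the fitted concentration of half-maximal effect; % of control where 0% means no effect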
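His-tagged ERG Ets domain (1 uM in the protein solution; 300mM KCl, 50mM Tris-HCl, 1mM EDTA, 1mM DTT, pH 7.5) received compound, then a probe mix of 5 nM fluorescein-DNA and 100nM Texas-615-DNA. Fluorescence polarization was read for both dyes.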
GLS inhibitor – qHTS for Inhibitors of Glutaminase (GLS); Glutaminase kidney isoform, mitochondrial (Homo sapiens), O94925; GLS enzymatic activity, qHTS titration; Potency, µM (doses to about 45.5 µM), for inactives: top-dose activity change, negative = inhibition, usual class: inhibitors; 410,000 tested, 0.21% active; AID 624170, 2012; note: potency is the fitted concentration of half-maximal effect; % is set by controls: 0 for no effect and ±100 for the full control effect
Target sequence (O94925 whole entry, looked up, canonical isoform): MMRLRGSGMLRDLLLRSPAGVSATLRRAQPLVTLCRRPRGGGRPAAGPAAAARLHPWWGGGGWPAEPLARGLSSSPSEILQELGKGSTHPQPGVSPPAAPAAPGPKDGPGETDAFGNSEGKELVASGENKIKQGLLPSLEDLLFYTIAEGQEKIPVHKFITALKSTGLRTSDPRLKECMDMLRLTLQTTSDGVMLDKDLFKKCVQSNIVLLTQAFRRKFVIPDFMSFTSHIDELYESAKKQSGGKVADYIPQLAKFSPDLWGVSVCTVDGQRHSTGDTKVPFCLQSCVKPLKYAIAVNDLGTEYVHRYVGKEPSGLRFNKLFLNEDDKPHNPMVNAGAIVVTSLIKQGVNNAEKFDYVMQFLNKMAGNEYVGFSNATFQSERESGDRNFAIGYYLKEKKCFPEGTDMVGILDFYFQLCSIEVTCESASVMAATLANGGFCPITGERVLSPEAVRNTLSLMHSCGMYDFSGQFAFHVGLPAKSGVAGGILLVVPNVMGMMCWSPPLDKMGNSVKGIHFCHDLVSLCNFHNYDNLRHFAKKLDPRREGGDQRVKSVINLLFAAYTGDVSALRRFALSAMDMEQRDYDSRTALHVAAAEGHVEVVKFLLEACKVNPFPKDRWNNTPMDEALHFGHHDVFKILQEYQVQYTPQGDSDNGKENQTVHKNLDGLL
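Enzyme dispensed in phosphate buffer (45 mM, pH 8.2, 0.02% Tween-20), compounds pinned in, then 1 mM L-glutamine solution and the glutamate oxidase–HRP–Amplex Red mix added; fluorescence read immediately and again after 30 min at room temperature.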
RGS4 inhibitor – Inhibitors of Regulator of G Protein Signaling (RGS) 4: qHTS | Regulator of G-protein signaling 4 (Homo sapiens), P49798 | Transcreener GDP fluorescence polarization, RGS4-accelerated GTP hydrolysis | Potency, µM (series often up to 114 µM), for inactives: at the top dose activity change, negative = inhibition, most hits filed as inhibitors | 390,000 tested, 0.039% active | AID 504845, 2011; note: potency is the fitted concentration of half-maximal effect; % is set by controls: 0 for no effect and ±100 for the full control effect; nearly all actives have a fitted effect of over 75% in size; some results filed as inactive show a strong effect at the top dose
Target sequence (P49798 whole entry, looked up): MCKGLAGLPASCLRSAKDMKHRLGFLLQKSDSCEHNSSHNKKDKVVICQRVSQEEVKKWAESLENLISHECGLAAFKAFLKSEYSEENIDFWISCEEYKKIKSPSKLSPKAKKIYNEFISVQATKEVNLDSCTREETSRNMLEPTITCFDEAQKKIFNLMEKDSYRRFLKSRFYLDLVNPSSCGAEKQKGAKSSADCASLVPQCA
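MLSMR compounds (23 nl, pin-transferred) preincubated 10 min at room temperature with a 500nM (2x) first reagent, then RGS4 at 900nM (2x) plus Transcreener GDP mix added; fluorescence polarization (620/688 nm) read before and after 90 min at 30 °C.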
BAZ2B inh – qHTS Assay for Inhibitors of BAZ2B. AID 504333, 2011. AlphaScreen BAZ2B-H3K14Ac peptide displacement. 360,000 tested, 4.4% active. Potency, µM (titrated, usually from 114 µM), inactives show at the highest dose activity change, negative = inhibition, actives largely listed as inhibitors; note: potency is the fitted concentration of half-maximal effect; % is set by controls: 0 for no effect and ±100 for the full control effect; nearly all actives have a fitted effect of over 60% in size
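AlphaScreen displacement of biotin-H3(5-23)K14Ac peptide (50 nM final) from BAZ2B (50 nM final) in PBS pH 7.4, 0.01% Tween-20; complex preformed 30 min RT, then compounds (top 110 uM) 30 min RT, beads 20 min dark.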
ALOX12 inh – Primary qHTS assay for inhibitors of human arachidonate 12S-lipoxygenase (ALOX12): Round 2; Polyunsaturated fatty acid lipoxygenase ALOX12 (Homo sapiens), P18054; purified 12hLO, xylenol orange hydroperoxide absorbance; Potency, µM (highest dose often 108 µM), without a hit: at the highest dose activity change, negative = inhibition, most hits filed as inhibitors; 580,000 tested, 1.1% active; note: potency is the fitted concentration of half-maximal effect; % is set by controls: 0 for no effect and ±100 for the full control effect
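Hydroperoxide product was detected by ferrous iron/xylenol orange as the 573 to 405 nm absorbance ratio. Arachidonic acid at 40 uM (final) was turned over for 30 min at room temperature by 150 nM human 12hLO, pH 7.0 Hepes buffer, after 15 min compound preincubation.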
JMJD2A Tudor – qHTS Assay for Inhibitors of JMJD2A-Tudor Domain. Lysine-specific demethylase 4A (Homo sapiens), O75164. AlphaScreen JMJD2A-Tudor / H3K4me3 peptide binding. Potency, µM (highest dose often 114 µM), without a hit: at the highest dose activity change, negative = inhibition, usual class: inhibitors. 390,000 tested, 4.4% active. AID 504339, 2011; note: potency is the fitted concentration of half-maximal effect; % is set by controls: 0 for no effect and ±100 for the full control effect; nearly all actives have a fitted effect of over 50% in size
G9a block – qHTS Assay for Inhibitors of Histone Lysine Methyltransferase G9a | Histone-lysine N-methyltransferase EHMT2 (Homo sapiens), Q96KQ7 | G9a H3K9 monomethylation, AlphaScreen, 2 h | Potency, µM (doses to about 102 µM), for the others: top-dose activity, negative = inhibition, most hits filed as inhibitors | 350,000 tested, 8.8% active; note: potency is the fitted concentration of half-maximal effect; % is set by controls: 0 for no effect and ±100 for the full control effect; nearly all actives have a fitted effect of over 75% in size
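G9a (20 nM) was preincubated 15 min with compound, then reacted 2 h at room temperature with 500 nM biotin-H3K9 peptide and 20 µM SAM. Monomethyl-H3K9 detected by AlphaScreen using anti-H3K9me1 antibody.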
PI4K2A inh – qHTS for small molecular inhibitors of PI4K2A. Phosphatidylinositol 4-kinase type 2-alpha (Homo sapiens), Q9BTU6. purified PI4K2A, ADP-Glo luminescence, 1 h; stronger effect = lower value. activity change, negative = inhibition, % at 76.9 µM. 420,000 tested, 0.13% active; in the data active = activity change below about -50%; inconclusive = mostly about -30% to -49%;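 note: -100% = wells without enzyme as full effect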
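Compounds are screened against recombinant PI4K2A using PI as substrate and ATP, the latter dispensed at 300 microM. Reactions run one hour at ambient temperature before ADP-Glo detection; full inhibition defined by wells lacking enzyme.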
HP1b binding inh – HTS for Inhibitors of HP1-beta Chromodomain Interactions with Methylated Histone Tails. Chromobox protein homolog 1 (Homo sapiens), P83916. AlphaScreen HP1-beta / biotin-H3K9me3 peptide binding. Potency, µM (doses to about 114 µM), for the others: at the top dose activity change, negative = inhibition, actives largely listed as inhibitors. 390,000 tested, 0.56% active. AID 540317, 2011; note: potency is the fitted concentration of half-maximal effect; nearly all actives have a fitted effect of over 70% in size; inactives centre near 23
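AlphaScreen: HP1-beta (50 nM) preformed 30 min with biotin-H3(1-18)K9me3 peptide (50 nM) in PBS pH 7.4, 0.01% Tween-20. Compound added for 30 min at RT, then streptavidin donor/nickel chelate acceptor beads (10 ug/mL) for 30 min.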
Numbers without * were called inactive; ? = inconclusive; . = not tested or not shown; & = joins results of further samples; [ ] = dose if it differs, or a comment. Unless noted, calls come from the whole dose curve; as a rule, active = well fitted curve in the direction sought with a large enough effect; inconclusive = small, poorly fitted or top-dose-only effect, or another doubt; inactive = no such curve, though single readings can be large; an effect the other way counts as inactive or inconclusive. A portion of the library; the hit share may differ from the screen's.

SMILES	ERG-DNA inh	PI4K2A inh	HP1b binding inh	GLS inhibitor	JMJD2A Tudor	G9a block	BAZ2B inh	ALOX12 inh	RGS4 inhibitor
COc1ccc(N(C(=O)c2snc(C(N)=O)c2N)C(C(=O)NC2CCCC2)c2ccco2)cc1 (configuration not stated)	-3%	-2	10%	7%	-11%	-9%	-24%	-24%	4%
COc1ccc(-n2c(SC)nc3sc4c(c3c2=O)CCN(C(C)=O)C4)cc1	2%	-13	45%[activator]	-5%	-13%	12%[59 µM]	5%	-13%	-9%
Cc1nn(CC(=O)Nc2ccc(C#N)cc2)c(C)c1[N+](=O)[O-]	-4%	4	25%	-7%	6%	-37%	-14%	9%	-7%
COc1ccc(C(=O)NC(=S)Nc2ccc(N3CCN(C(C)=O)CC3)cc2)cc1[N+](=O)[O-]	9%	2	-35%	-27%	-31%	.	?	75%[activator]	-35%
O=C(Nc1ccc(F)c(Cl)c1)C1CCCN(S(=O)(=O)c2cccc3nsnc23)C1 (configuration not stated)	-4%	-2	1%	-15%	-21%	-7%[59 µM]	.	0%	7%
CC(C)Sc1nc2c(cnn2-c2ccc(F)cc2)c(=O)[nH]1	-7%	6	23%	9%	-6%	-38%	9%	2%	5%
N#CCSC1=Nc2ccccc2C2=NC(CCC(=O)N3CCN(c4ccccc4)CC3)C(=O)N12 (configuration not stated)	1%	14	28%	-1%	-22%	45µM*	?	-16%	-1%
Cc1ccc(N2CC(C(=O)Oc3cccc(N4C(=O)CCC4=O)c3)CC2=O)cc1 (configuration not stated)	5%	5	7%	6%	-25%	?	-3%	-2%	14%
Cc1ccc(C(=O)NCCNS(=O)(=O)c2ccccc2)cc1	-3%	4	36%[activator]	-3%	-9%	-8%	-3%	-10%	29%
CC(=O)N1CCc2cc(S(=O)(=O)NCCC(=O)NC3CCN(Cc4ccccc4)CC3)ccc21	-10%	-3	23%	-7%	-16%	26%[59 µM]	2%	-17%	-5%

Brought forward from above: two compounds; new compounds follow.
SMILES	ERG-DNA inh	PI4K2A inh	HP1b binding inh	GLS inhibitor	JMJD2A Tudor	G9a block	BAZ2B inh	ALOX12 inh	RGS4 inhibitor
Cc1ccc(C(=O)NCCNS(=O)(=O)c2ccccc2)cc1	-3%	4	36%[activator]	-3%	-9%	-8%	-3%	-10%	29%
CC(=O)N1CCc2cc(S(=O)(=O)NCCC(=O)NC3CCN(Cc4ccccc4)CC3)ccc21	-10%	-3	23%	-7%	-16%	26%[59 µM]	2%	-17%	-5%
COc1ccc(CNC(=S)Nc2ccc(S(N)(=O)=O)cc2)cc1	1%	11	-15%	-7%	-15%	-20%[12.7 µM]	-24%	?	?
O=C(O)CCCNCc1ccccc1F	-3%	1	31%	1%	-5%	6%	1%	8%	-19%
CC(C)CCN1CCN(Cc2cccc3cccnc23)CC1CCO (configuration not stated)	-9%	0	20%	8%	-14%[57.1 µM]	-9%	7%	2%	6%
CC(=O)c1cccc(NC(=O)c2ccccc2-c2ccccc2C(=O)O)c1	1%	-4	12%	-4%	-18%	4%	-4%	1%	31%
CCOc1ccc(C(C)=O)cc1N1C(=O)C2C(C1=O)C1C=CC2C12CC2 (configuration not stated)	.	-1	29%	3%	-1%	-9%	50µM*	7%[57.4 µM]	-18%
COc1cc(/C=c2/sc3nc(-c4ccccc4)c(-c4ccccc4)n3c2=O)cc(OC)c1OC	-1%	16	-8%	-1%	-17%	?	-36%	6%	-26%
CCOC(=O)c1cc(-c2csc(Nc3ccccc3Cl)n2)on1	-1%	1	45%[activator]	-12%	1%	.	-1%	0%	-31%
Cc1cccc(-c2nc3c4ccccc4n(CC(=O)Nc4cc(F)ccc4F)c(=O)n3n2)c1	3%	-1	7%	2%	-15%	9%[59 µM]	0%	-23%	14%
CC(C)C(c1nnnn1C1CCCC1)N1CCc2ccccc21 (configuration not stated)	-11%	10	5%	1%	-31%	?	?	-7%	-2%
Cc1ccc(NC(=O)C(C)SCC(=O)Nc2ccc(F)cc2)cc1S(=O)(=O)N1CCOCC1 (configuration not stated)	-3%	0	29%	-6%	-25%	-19%[59 µM]	-4%	5%	-22%
CCc1ccc(-c2cc(C)no2)cc1S(=O)(=O)NCCN1CCC(C)CC1	-2%	0	37%	1%	-12%	-16%	-25%	-2%	-9%
COc1ccc(C2OC(=O)CC2C(=O)N2CCN(c3cc(Cl)ccc3C)CC2)cc1OC (configuration not stated)	-11%	1	19%	-11%	-28%	?	1%	30%	3%
CC1CC(NC(=O)c2c(O)nc3ccccn3c2=O)CC(C)(C)C1 (configuration not stated)	.	0	19%	-3%	-11%	.	.	-18%	-9%
CCCNC(=O)CCn1cc(-c2ccc(OC)cc2)nc1CCN	6%	-5	26%	5%	-24%	-6%[2.33 µM]	-34%	31%[activator]	16%
C=CCSC1=C(C#N)C(c2ccccc2Cl)C(C(=O)c2cccs2)C(O)(C(F)(F)F)N1 (configuration not stated)	-5%	3	30%	20%	-23%	-3%[59 µM]	-24%	-7%	-5%
O=C(NCC(=O)N(c1cccnc1)C(C(=O)NC1CCCCC1)c1ccccc1F)c1ccco1 (configuration not stated)	-8%	-8	17%	-12%	?	17%	-17%	1%	-13%
COc1ccc(N2CCN(C(CNC(=O)c3cccs3)c3ccco3)CC2)cc1 (configuration not stated)	-1%	18	?	32%[activator]	?	45µM*	?	-21%	-14%
Cc1nnc2ccc(Oc3ccc(-c4ccccc4)cc3)nn12	7%	2	6%	?	-22%	-44%	-36%	-19%	-3%
O=C(Nc1cccc(NC(=O)c2ccccc2F)c1)c1ccccc1	-9%&3%	-2&0	46%&45%[activator]	-5%&1%	7%&-19%	24%	5%&-1%	21%&0%	16%&-3%
CCN(CC)S(=O)(=O)c1ccc(N2CCOCC2)c(NC(=O)c2ccc3c(c2)OCCO3)c1	3%	3	10%	-11%	-18%	-3%[12.7 µM]	-15%	-5%	-17%
CCOC(=O)COc1cc(O)c2c(=O)cc(-c3ccccc3)oc2c1	9%	-2	3%	1%	-11%[11.4 µM]	-3%	-3%	?	?
Cc1ccc(C(=O)NCc2ccc3c(c2)OCO3)c(C)c1	-6%	5	21%	1%	-9%	-7%	7%	-28%	13%
O=C(NCC1CCCO1)c1nn2c(c1Cl)NC(c1ccc(F)cc1)CC2C(F)(F)F (configuration not stated)	0%	-6	30%	21%	-14%	22%	-10%	0%	28%
O=c1cc(O)c2ccccc2n1Cc1ccccc1F	-6%	4	1%	0%	-21%	-32%	-10%	7%	5%
CCOc1c(N2CCCCC2)c(=O)c1=O	0%	2	26%	-11%	8%	-38%	4%	-7%	14%
Cc1ccc(-c2noc(CN(C3CCCCC3)S(=O)(=O)c3ccc(F)cc3)n2)cc1	-5%	-2	43%[activator]	-5%	10%	26%[59 µM]	14%	-26%	0%
CC(C)Cc1nnc(NC(=O)CCC(=O)N2CCN(Cc3ccc(Cl)cc3)CC2)s1	-4%	-1	14%	6%	-17%	-12%	-17%[57.1 µM]	5%	23%
CCCN1C(=O)C(Cc2nc3ccccc3c(=O)n2CC)c2cc(Br)ccc21 (configuration not stated)	-3%	6	18%	-13%	-24%	-37%[59 µM]	-36%	0%	-15%
CN(C(=O)CC(NC(=O)c1ccccc1)(c1ccccc1)c1ccccc1)c1ccccc1	4%	2	13%	-5%	-25%[57.1 µM]	-6%	0%[57.1 µM]	0%	8%[11.4 µM]
COc1ccc(-c2noc(CCC(=O)NCCc3cccc(C)c3)n2)cc1	-4%	4	83%[activator]	-13%	12%	-11%	8%	2%	6%[11.4 µM]
Cc1cc(OCC(O)CN2CCN(c3cccc(Cl)c3)CC2)ccc1Cl (configuration not stated)	11%	-6	6%	6%	79µM*	-9%[59 µM]	-13%	40µM*	-2%
O=C(Cn1nc(C(F)F)cc1C(F)F)NNC(=S)Nc1ccc(Cl)cc1	6%	3	11%	14%	-2%	?	-5%	-15%	-40%
